# Growth percent in the NCI-60 one-dose screen (48 h, 10 µM unless noted): 100 = growth as untreated, 0 = no growth, -100 = all killed.
# TK-10 – TK-10 renal cancer cells; AID 1794769; hit rate 3.9% among 81,000
# A498 – A498 renal cancer cells | hit rate 5.4% among 76,000 | AID 1794774
# 786-0 – 786-0 renal cancer cells; hit rate 5.1% among 81,000
# ACHN – ACHN renal cancer. hit rate 4.9% among 81,000. AID 1794771
# CAKI-1 – CAKI-1 renal cancer. hit rate 4.7% among 75,000
# UO-31 – UO-31 renal cancer; hit rate 5.2% among 81,000; AID 1794768
# SN12C – SN12C renal cancer cells; hit rate 3.8% among 81,000; AID 1794767
# RXF 393 – RXF 393 renal cancer cells; hit rate 6.9% among 77,000
# * = called active by the depositor; . = no result given; & = joins results of further samples. How the source made its calls: active means growth percent below 10; inactive means the rest.
SMILES,TK-10,A498,786-0,ACHN,CAKI-1,UO-31,SN12C,RXF 393
CCCCCCCCCCCCI,105,96,103,109,97,91,108,115
C[C@@H]1NC(=O)[C@H](Cc2ccccc2)N(Cc2cccc(O)c2)C1=O,101,55,110,103,91,93,89,108
CCC(CC)COCCOCCCN1C(=O)C2C(C)C=CC(C3OCCO3)C2C1=O (configuration not stated),115,76,83,99,81,76,94,94
CCOC(=O)[C@@H]1CCCN(S(=O)(=O)c2ccc(S(=O)(=O)N(CC)CC)c(F)c2)C1,81,.,71,75,64,69,85,76
COc1ccc(-c2cc(-c3ccc(Nc4ncnc5cc(Cl)ccc45)cc3)nc(N3CCCCC3)n2)cc1OC,115,109,102,97,89,74,93,105
Cc1cc(=O)n(C(=O)COc2ccc3c(C)c(Cc4ccccc4)c(=O)oc3c2C)[nH]1,122,99,104,115,.,76,103,110
COc1ccc2occ(C3=C(c4c[nH]c5ccccc45)C(=O)NC3=O)c2c1,81,.,75,70,37,40,38,34
CCCCC/C=C\C/C=C\CCCCCCCCOc1ccc(CCOP(=O)(O)OCC[N+](C)(C)C)cc1,98,88,97,107,95,88,90,114
O=C1NC2C=CC=CC2/C1=C1/SC(=S)N(C2CC(=O)N(c3ccc(Br)cc3)C2=O)C1=O (configuration not stated),124,129,98,94,77,68,96,109
CSCCC1NC(=O)C(CC(N)=O)NC(=O)C2CCCN2C(=O)C2CSSCC(NC(=O)CNC(=O)C3CSSCC(NC(=O)CNC(=O)C(CCCNC(=N)N)NC1=O)C(=O)NCC(=O)NC(C(C)C)C(=O)NC1CSSCC(NC(=O)C(Cc4ccccc4)NC(=O)C(CCCNC(=N)N)NC(=O)C(NC(=O)CNC(=O)C(C)NC(=O)C4CCCN4C(=O)C(N)CC(N)=O)CSSCC(C(=O)NC(CCCCN)C(=O)NC(Cc4ccccc4)C(=O)O)NC1=O)C(=O)N3)C(=O)N2 (configuration not stated),110,.,105,108,106,114,109,116
Cc1nnc(C)n1N,107,101&94,96&107,110&105,105&52,97&90,99&97,100
CC(O)C(F)(F)C(F)(F)C(F)(F)F (configuration not stated),102,120,102,94,99,95,110,103
CC(=O)N(C)c1ccccc1O,86,107,97,104,102,84,103,109
N/C(=N\C(N)=N\c1nc2ccccc2s1)c1ccccc1,151,86,107,89,89,82,84,106
O=c1[nH]c(-c2ccc(Cl)cc2)nc2sc3c(c12)CCCC3,.,87,96,53,13,79,53,89
COc1cc(/C=C/C(=O)c2ccc(NC(=O)CSc3nnc(-c4cc(-c5ccc(Cl)cc5)nc5ccccc45)n3-c3ccccc3)cc2)cc(OC)c1OC,119,103,97,98,76,59,92,93
CCNc1ccccc1C(=O)O,114&114,130&106,112&99,101&100,92&55,80&98,102&99,123&98
CCN1C(=S)N(c2ccccc2)C2NC(=O)N(/N=C/C=C/c3ccccc3OC)C21 (configuration not stated),105,95,96,80,73,90,88,92
COc1cccc(NC(=O)c2cccc(-c3cc(=O)c4c(OC)c(OC)c(OC)cc4o3)c2)c1,79,.,69,63,75,32,62,48
CCOC(=O)c1ccc2c(c1)nc(NS(=O)(=O)c1ccc(C(F)(F)F)cc1)n2CCCOC(C)C,101,104,92,105,89,85,94,101

# Compound profiles, from the list above. Order of values: TK-10, A498, 786-0, ACHN, CAKI-1, UO-31, SN12C, RXF 393
# Profile of N/C(=N\C(N)=N\c1nc2ccccc2s1)c1ccccc1 : 151, 86, 107, 89, 89, 82, 84, 106
# Profile of O=c1[nH]c(-c2ccc(Cl)cc2)nc2sc3c(c12)CCCC3 : ., 87, 96, 53, 13, 79, 53, 89

# Next entries
SMILES,TK-10,A498,786-0,ACHN,CAKI-1,UO-31,SN12C,RXF 393
c1ccc2c(c1)ccc1c(C3CO3)cccc12 (configuration not stated),123,90,107,101,96,99,102,115
N#CC1=C(N)Oc2c(c(N)nn2-c2ccccc2)C1c1ccccc1 (configuration not stated),145,91,101,100,91,78,92,109
COc1cccc(-c2nc3sccn3c2-c2cccc(S(C)(=O)=O)c2)c1,102,106,100,96,82,73,99,84
COc1ccc(N(c2nc(-c3ccc([N+](=O)[O-])cc3)cs2)C(C)C)cc1,89,59,88,89,63,69,91,102
Cc1ccc(NC(=O)c2ccc(C)c([N+](=O)[O-])c2)c(C)c1,74,64,94,92,103,91,94,.
O=C(c1ccccc1)n1ccc(-c2cc3cc(Br)ccc3oc2=O)n1,35,117,16,8.5*,15,12,27,45
OC(CC1CCCCN1)c1cc(C(F)(F)F)nc2c(C(F)(F)F)cccc12 (configuration not stated),87,48,75,69,69,48,92,67
COC(=O)c1cc2c(C)cc(C)nc2[nH]1,108,105,101,102,94,88,106,98
Cc1ccc2sc(C)cc(=O)c2c1,102,113,91,109,103,88,104,116
COc1ccc(-c2nc(-c3nonc3N)no2)cc1,102,85,84,123,97,108,102,106
CC(C)(C)COC(=O)C(C)(C)C,106,114,104,107,109,105,103,104
NC(=O)OCC(N)C(=O)O (configuration not stated),110,130,112,101,107,103,100,141
N#C/C(=C\c1ccc([N+](=O)[O-])s1)c1nc2cc(Cl)ccc2s1,35,114,.,-47*,43,-16*,-28*,6.9*
Cc1nc2nc(SCCC(=O)O)[nH]c2c(=O)[nH]1,96,97,104,111,98,88,97,110
C=C(C)COC(=O)CC(C)=O,109,101,103,105,96,95,111,110
Cn1cc(C(=O)c2nc(-c3c[nH]c4ccc(Br)cc34)no2)c2ccccc21,119,112,100,90,75,67,92,95
CC(C)(C)c1ccc(OC(=O)c2ccc([N+](=O)[O-])cc2)cc1,105,97,99,109,101,96,98,108
O=C1CCC23OC4ON=C(Br)C4C2C(O)c2ccccc2N13 (configuration not stated),106,125,88,96,.,68,104,110
O=C1NC(=O)C(c2c[nH]c3ncccc23)=C1c1cccc2ccccc12,182,87,81,61,52,45,80,102
CCC1(OC(=O)c2ccccc2SSCCOC(=O)CCCCC2SCC3NC(=O)NC32)C(=O)OCc2c1cc1n(c2=O)Cc2cc3ccccc3nc2-1 (configuration not stated),95,104,51,20,11,38,32,82
O=C(NO)OCc1ccccc1,84,107,101,98,102,94,103,107
COC(=O)CC1Oc2ccc(F)cc2-c2nc(C)ncc21 (configuration not stated),100,86,102,101,89,82,105,106
CC(C(=O)O)c1ccc(-c2ccccc2)c(F)c1 (configuration not stated),.,96,102,107,98,83,92,115
O=C1/C(=C\c2ccc(-c3ccc(Cl)cc3)o2)C=C(c2ccc(Cl)cc2)N1Cc1ccccc1,112,93,97,108,96,103,100,104
COc1ccc(N/C=c2\c(C)c(C#N)c3nc4ccccc4n3c2=O)cc1,111,102,95,106,98,92,96,111
CN1CCN(CC(=O)N2c3ccccc3C(=O)Nc3cccnc32)CC1,132,119,97,.,96,82,97,109
Cc1ccc(/C=C(/NC(=O)c2ccccc2)C(=O)Nc2ccc(S(N)(=O)=O)cc2)cc1,104,103,100,108,94,87,95,116
O=C(CCN1C(=O)CCC1=O)Nc1ncc(Cc2cc(Cl)ccc2Cl)s1,102,115,105,104,87,85,103,104
O=C1CCCc2ccc(Cl)cc21,112,103,99,94,90,71,103,110
COc1cc(OC)c(S(N)(=O)=O)cc1C1=NN(C(C)=O)C(c2ccc(Cl)cc2)C1 (configuration not stated),99,90,99,108,95,87,100,79
C[C@@H](CN)NC(=O)c1cc2cc(Cl)c(F)c(F)c2[nH]1,123,.,91,94,77,62,96,85
Cc1ccc(-[n+]2noc([O-])c2C2=NOC(c3ccccc3)C2)cc1 (configuration not stated),114,90,105,112,90,80,99,.
CN(C)CCC(=O)c1cccc2ccccc12,98,99,106,111,96,84,109,117
O=C(Nc1ccc(Oc2ccc(F)cc2)c(Cl)c1)c1ccncc1,84,43,84,75,69,71,84,92
Cc1ccc(C(=O)Nc2cc(-n3cnc(F)c3)cc(C(F)(F)F)c2)cc1C#Cc1cnc2cccnn12,83,103,53,59,63,40,46,58
NC(N)=NCCC[C@@H](NC(=O)[C@@H](Cc1ccccc1)NC(=O)Cc1ccc(Cl)cc1)C(=O)NCC(=O)NCc1cn(CCNC(=O)C23CC4CC(CC(C4)C2)C3)nn1,97,83,114,100,89,73,97,103
COc1ccc(-c2ccc(-c3ccc(C(=N)N)cn3)s2)cc1OC,128,79,100,94,110,86,91,121
O=C(Cn1cc(C2CC2)nn1)Nc1nc(-c2ccc(Cl)cc2)cs1,88,71,81,105,94,77,88,95
CCC(=O)NCCNc1nccc(Nc2ccc(S(=O)(=O)Nc3ccccn3)cc2)n1,96,.,102,102,97,91,103,98
CC(C)=CCC/C(C(=O)O)=C1/[C@@H](O)C[C@@]2(C)[C@H]1C[C@@H](O)[C@H]1[C@@]3(C)CC[C@@H](O)[C@@H](C)[C@@H]3CC[C@@]12C,102,85,107,102,.,89,97,101
Cc1ccc(S(=O)(=O)Nc2cc(C)nc3ccccc23)cc1,106,84,87,80,.,59,90,83
O=C(COc1ccc(NC(=O)Nc2ccc(Cl)cc2)cc1)N/N=C/c1cccc(O)c1,103,97,96,99,90,85,94,110
Cc1ccc(=O)[nH]n1,101&110,94&110,111,108&114,98&103,95&91,99&107,105&105
COc1ccc(/C=C/C#N)cc1,103&100,104&104,106&101,109&100,89&107,87&95,105&98,121&105
CC(C)c1sc(NC(=O)c2cc(NC(=O)c3cc(NC(=O)c4cscn4)cn3C)cn2C)nc1C(=O)NCCCN(C)C,85,113,65,99,91,85,19,-47*
O=C1c2c(c3c4cc(Br)ccc4[nH]c3c3ccc4ccccc4c23)C(=O)N1CCN1CCNCC1,148,97,77,70,66,59,85,83
O=C1CC2C=CCN2C=C1NC(=O)C1CCCCC1 (configuration not stated),91,128,99,105,98,95,110,104
NN1C(=O)c2cccc3c(-c4ccc(-c5nc6c7ccccc7c7ccccc7c6[nH]5)cc4)ccc(c23)C1=O,106,86,87,107,92,93,89,.
O=c1cc(O)c2sc(-c3ccc(F)cc3)cc2[nH]1,113,108,98,90,81,74,111,111
CCOC(=O)Nc1ccc(F)cc1,94,104,101,104,92,92,103,104

# Next part.
SMILES,TK-10,A498,786-0,ACHN,CAKI-1,UO-31,SN12C,RXF 393
O=[N+]([O-])c1cccc(N2COc3c(ccc4ccccc34)C2)c1,114,87,109,100,84,66,98,96
COc1cc(OC)c2c(c1)O[C@@]1(OCCCc3ccccc3)[C@H](c3ccccc3)C[C@@H](O)[C@@]21O,104,105,112,105,79,68,97,85
COc1ccc(-c2cc(=O)c3c(CC(=O)O)cc(O)cc3o2)cc1,108,110,101,120,105,94,99,123
CN(C)CC(O)(C(=O)O)C(=O)O,99,82,97,104,99,101,103,137
COc1cc2oc(C(=O)N[C@@H](Cc3ccccc3)C(=O)C(N)=O)c(C)c(=O)c2cc1OC,96,80,91,99,103,90,89,94
CCCC(=O)OC1CCCCC1C1CCCCC1 (configuration not stated),110,116,102,105,97,96,102,96
NC(=O)N/N=C/c1ccc([N+](=O)[O-])o1,97&100&115,88&98&83,89&97,104&104&96,125&101,91&95,101&99&88,98&101&107
CN1C(=O)N(C)C2SC(N/N=C/c3cccs3)=NC21 (configuration not stated),64,66,37,39,21,40,26,.
O=C(Nc1ccc(NS(=O)(=O)c2ccccc2)cc1)C12CC3CC(CC(C3)C1)C2,104,100,105,113,87,81,95,108
O=C(OC(OC(=O)c1cc(Cl)cc(Cl)c1)c1cccc2ccccc12)c1ccccc1 (configuration not stated),91,85,101,102,.,76,97,110
COc1cc(C(C)n2cc(-c3ccccc3)nn2)ccc1OC1CCCCC1 (configuration not stated),75,49,78,51,49,57,68,98
N=C(N)c1ccc(Oc2ccc3ccc(=O)oc3c2)cc1,95,96,97,96,98,93,98,136
COC(=O)[C@]12CC[C@@H](C)[C@H](C)[C@@H]1C1=CC[C@@H]3[C@@]4(C)C(C=O)=C[C@@](C)(COC(C)=O)[C@@H]4[C@H](O)C[C@@]3(C)[C@]1(C)CC2,-8.9*,28,-36*,-54*,1.4*,-26*,-19*,-82*
Cc1cc(C(=O)Nc2cc(Cl)ccc2Cl)c(C)o1,114,.,94,115,98,97,110,110
COc1ccc(/C=C2\SC(=O)N(Cc3cc(=O)oc4ccc(C)cc34)C2=O)cc1,104,98,91,103,.,94,106,116
CS(=O)(=O)c1ccc([N+](=O)[O-])cc1,126,102,101,111,99,86,99,107
COc1cc2nc(Cl)nc(NCCO)c2cc1OC,103,80,111,98,111,95,104,107

# An excerpt from above in order of formula weight, largest number first.
SMILES,TK-10,A498,786-0,ACHN,CAKI-1,UO-31,SN12C,RXF 393
COc1cc(OC)c2c(c1)O[C@@]1(OCCCc3ccccc3)[C@H](c3ccccc3)C[C@@H](O)[C@@]21O,104,105,112,105,79,68,97,85
O=C(OC(OC(=O)c1cc(Cl)cc(Cl)c1)c1cccc2ccccc12)c1ccccc1 (configuration not stated),91,85,101,102,.,76,97,110
O=C(Nc1ccc(NS(=O)(=O)c2ccccc2)cc1)C12CC3CC(CC(C3)C1)C2,104,100,105,113,87,81,95,108
COc1ccc(/C=C2\SC(=O)N(Cc3cc(=O)oc4ccc(C)cc34)C2=O)cc1,104,98,91,103,.,94,106,116
COc1cc(C(C)n2cc(-c3ccccc3)nn2)ccc1OC1CCCCC1 (configuration not stated),75,49,78,51,49,57,68,98
COc1ccc(-c2cc(=O)c3c(CC(=O)O)cc(O)cc3o2)cc1,108,110,101,120,105,94,99,123
O=[N+]([O-])c1cccc(N2COc3c(ccc4ccccc34)C2)c1,114,87,109,100,84,66,98,96
CN1C(=O)N(C)C2SC(N/N=C/c3cccs3)=NC21 (configuration not stated),64,66,37,39,21,40,26,.
Cc1cc(C(=O)Nc2cc(Cl)ccc2Cl)c(C)o1,114,.,94,115,98,97,110,110
N=C(N)c1ccc(Oc2ccc3ccc(=O)oc3c2)cc1,95,96,97,96,98,93,98,136
CCCC(=O)OC1CCCCC1C1CCCCC1 (configuration not stated),110,116,102,105,97,96,102,96
CS(=O)(=O)c1ccc([N+](=O)[O-])cc1,126,102,101,111,99,86,99,107
NC(=O)N/N=C/c1ccc([N+](=O)[O-])o1,97&100&115,88&98&83,89&97,104&104&96,125&101,91&95,101&99&88,98&101&107
CCOC(=O)Nc1ccc(F)cc1,94,104,101,104,92,92,103,104
CN(C)CC(O)(C(=O)O)C(=O)O,99,82,97,104,99,101,103,137
